# Source: PubChem BioAssay (National Center for Advancing Translational Sciences (NCATS))
# FUS yeast rescue = suppressors of FUS proteinopathy in yeast | S. cerevisiae FUS-expressing, growth rescue, OD600, 24 h | Potency, µM (series often up to 76.6 µM), inactives show top-dose growth rescue (activation), actives largely listed as activators | hit rate 0.24% among 390,000;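 further: potency means the concentration at half of the fitted maximal effect; plate controls were DMSO vehicle for no effect and reference control for full effect; nearly all actives have a fitted effect of over 55% in size; some results filed as inactive show a strong effect at the top dose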
#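 Galactose (2%) drives FUS expression in yeast precultured in raffinose; seeding density OD 0.005. Test compounds incubated 24hr at 30C and 99% humidity before absorbance at 600 nm was measured.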
# Abeta rescue = A-beta toxicity reversal in yeast; yeast expressing A-beta42, growth rescue, OD600, 48 h; response scale: 0% DMSO, 100% iron-clioquinol control; Potency, µM (titrated, usually from 46.1 µM), inactives show at the highest dose growth rescue, actives largely listed as activators; hit rate 0.063% among 410,000; further: potency means the concentration at half of the fitted maximal effect; nearly all actives have a fitted effect of over 55% in size
#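 Yeast growth medium received pinned compounds, then yeast cells expressing toxic A-beta were added; plates incubated at 30 C for 48 hr. Growth read as absorbance at 600 nm, normalized to DMSO and equimolar FeCl3 plus clioquinol controls.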
# EPAC2 antag = antagonists of human EPAC2. hit rate 0.18% among 360,000. Q8WZA2. Potency, µM (doses to about 114 µM), for the others: top-dose activity, negative = inhibition, most hits filed as inhibitors. EPAC2 GEF exchange of Rap1B-BODIPY-GDP, fluorescence; further: potency means the concentration at half of the fitted maximal effect; on the % scale 0 is the no-effect control and ±100 the full control effect; nearly all actives have a fitted effect of over 45% in size; many of its hits are not listed in these tables
# TDP-43 yeast inh = inhibitors of TDP-43 toxicity in yeast; TDP-43 expressing yeast growth rescue, BacTiter-Glo, 24 h; Potency, µM (highest dose often 46.1 µM), for the others: top-dose growth rescue (activation), usual class: activators; hit rate 1.8% among 410,000; AID 652104; further: potency means the concentration at half of the fitted maximal effect; % of control where 0% means no effect; nearly all actives have a fitted effect of over 50% in size
#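 Growth rescue of TDP-43-toxic yeast measured as ATP luminescence (BacTiter-Glo). Cells grown to mid-log in raffinose, induced in galactose at OD600=0.02, exposed to compound 24 hr at 30 deg C.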
# DRD3 agonist = D3 dopamine receptor (human) agonism | D3R DiscoveRx beta-arrestin cells, luminescence, 90 min | P35462 | hit rate 0.58% among 410,000 | max activation, %; in the data active means max activation above about 30%; further: 0% is about no effect; mostly tested at two doses, the higher about 12 µM
# Target sequence (P35462 whole entry, looked up): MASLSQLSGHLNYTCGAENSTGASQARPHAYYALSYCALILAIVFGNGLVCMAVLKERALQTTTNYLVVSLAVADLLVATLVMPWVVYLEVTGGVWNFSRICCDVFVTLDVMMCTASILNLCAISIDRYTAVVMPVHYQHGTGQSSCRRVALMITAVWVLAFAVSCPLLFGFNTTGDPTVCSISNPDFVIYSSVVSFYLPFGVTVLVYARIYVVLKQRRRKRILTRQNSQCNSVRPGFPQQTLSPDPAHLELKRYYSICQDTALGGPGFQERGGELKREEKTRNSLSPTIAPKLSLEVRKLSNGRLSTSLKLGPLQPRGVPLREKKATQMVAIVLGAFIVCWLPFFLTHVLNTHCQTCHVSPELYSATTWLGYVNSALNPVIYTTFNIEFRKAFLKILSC
#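 Cells at 1500/well, incubated overnight, then treated with pinned compounds (dopamine as control) for 90 min at 37 degrees C. DiscoveRx reagent added for 30 - 60 minutes at room temperature; luminescence read.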
# DRD3 antagonist = antagonists of human D3 dopamine receptor; max response, negative = inhibition, %; hit rate 2.5% among 360,000; D3R cells, DiscoveRx beta-arrestin luminescence, antagonist mode; hits give low values; AID 652054; P35462; in the data active means max response below about -50%; inconclusive means no clear call, values can overlap the other calls; further: on the % scale 0 is the no-effect control and ±100 the full control effect; mostly tested at two doses, the higher about 12 µM
#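 Cells expressing the human receptor were seeded at 1500 cells/well, incubated overnight at 37 degrees C in 5% CO2, then exposed to library compounds with dopamine controls for 90 minutes at 37 degrees C before luminescent detection.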
# aSyn yeast inh = alpha-synuclein toxicity inhibition in yeast | Yeast expressing alpha-synuclein, growth rescue, BacTiter-Glo, 24 h | Potency, µM (top dose mostly 46.1 µM), inactives show top-dose growth rescue (activation), actives largely listed as activators | hit rate 0.14% among 370,000; further: potency means the concentration at half of the fitted maximal effect; % of control where 0% means no effect; nearly all actives have a fitted effect of over 65% in size
#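 Screening used galactose-induced yeast with toxic alpha-synuclein levels, exposed to compound for 24 hr at 30 deg C. Cell growth, read with BacTiter-Glo luminescence, gave the measured signal.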
# EPAC2 agonist = agonists of human EPAC2 (RAPGEF4) | hit rate 0.079% among 360,000 | EPAC2 activation, biochemical qHTS; response scale: 100% = 6.5 mM cAMP response | AID 720711 | Potency, µM (titrated, usually from 154 µM), without a hit: at the top dose activation, actives largely listed as activators; further: potency means the concentration at half of the fitted maximal effect; nearly all actives have a fitted effect of over 50% in size
#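 Nucleotide exchange monitored as fluorescence drop when BODIPY-GDP leaves Rap1B. Reaction: 100 nM EPAC2, 250 nM RAP1B-BODIPY-GDP, 50 uM GDP, room temperature, kinetic read over 30 min. Activity expressed relative to 6.5 mM cAMP.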
# Starred values were filed as active, the others as inactive; u = inconclusive; x = no result given; [ ] = another dose, or the depositor's remark. Unless noted, the call rests on the fitted dose curve; in most records, active means well fitted curve in the direction sought with a large enough effect; inconclusive means small, poorly fitted or top-dose-only effect, or another doubt; inactive means no such curve, though single readings can be large; an effect the other way counts as inactive or inconclusive. This is a subset (hit frequency here may not be typical).
SMILES,FUS yeast rescue,Abeta rescue,EPAC2 antag,TDP-43 yeast inh,DRD3 agonist,DRD3 antagonist,aSyn yeast inh,EPAC2 agonist
CCC(=NCCc1c(C)[nH]c2ccc(C)cc12)C1=C(O)CC(c2ccccc2)CC1=O (stereo not given),20%,9%,-8%,-46%[inhibitor],-11,9,u,0%
O=C(Nc1ccc(F)c(F)c1)c1cnc(-c2ccccc2)nc1-c1ccccc1,4%,13%,-8%,8%,-1,-17,4%,-2%
CC(=O)Nc1ccc(OCC(=O)c2cc(C)ccc2C)cc1,4%,17%,-6%,22%,1,13,3%,4%
COc1ccc(Cl)cc1NS(=O)(=O)c1ccc2c(c1)NC(=O)CCS2,-18%,x,-5%,6%,3,8,-4%,7%
O=C(NC1CCCCCC1)c1ccc(S(=O)(=O)NCc2ccco2)cc1,u,2%,15%,-31%[inhibitor],8,-6,-5%,3%
Cc1ccccc1OCc1nc2ccccc2c(=O)n1/N=C/c1ccco1,2%,1%,6%[57.1 µM],-2%,3,63,14%,-5%
Cc1ccc(C2NC(=O)NC(O)(C(F)(F)F)C2C(=O)c2ccccc2)o1 (stereo not given),18%,1%,0%,-3%,-5,-15,4%,10%
Cc1ccc(CNC(=O)c2cc(-c3ccc(Cl)cc3)on2)cc1,-1%,-12%,x,0%,-10,x,x,x
CN(CC(=O)Nc1ccc(Cl)cc1)C(=O)c1cc(-c2cccs2)nn1-c1ccccc1,12%,29%,-2%,4%,-27,-26,7%,-5%
O=S(=O)(NCCOc1cccc2cccnc12)c1ccc(F)cc1,-10%,12%,-1%,-1%,-7,4,1%,14%
COc1cccc(CN(C)C(=S)Nc2cccc(C)c2)c1,-20%,10%,0%,11µM*,-5,-7,-6%,-7%
CCN(Cc1ccccc1)C(=O)c1cc2c(s1)-c1c(C)cccc1OC2,24%,-30%,x,-18%,-21,x,x,x
O=C(NCCC1=CCCCC1)c1ccc(CN2CCOCC2)cc1,14%,-1%,-3%,-14%,-5,u,-4%,-13%
CCc1ccc(N2C(=O)c3sc4nnc(-c5ccccc5)c(=O)n4c3C2=O)cc1,25%,12%,-7%,7%,1,-11,0%,-26%
O=C(CNC(=O)c1ccc(Br)o1)Nc1ncccc1O,27%,5%,4%,-26%,-17,-10,-7%,12%
Cc1ccc(C(=O)NCCc2csc(C)n2)cc1,-22%,4%,-9%,7%,-4,-4,2%,-7%
CCN1CCN(CCCNC(=O)CCc2nc(-c3ccc(OC)cc3)no2)CC1,-13%,-12%,2%,10%,-2,4,-9%,7%
CC(=O)Nc1cccc(Oc2ccc3c(c2)C(=O)N(CCC(=O)O)C3=O)c1,18%,19%,29%,-2%,6,-8,1%,2%
CCN(CC)S(=O)(=O)c1cccc(C(=O)NN2Cc3ccccc3C2=N)c1,-4%,10%,1%[57.1 µM],-4%,2,16,0%,12%
O=c1[nH]c2nc(Cl)nc(Cl)c2[nH]1,-3%,5%,18%,-8%,7,20,2%,0%
CC(C)(C)C(=O)Nc1ccc(F)cc1[N+](=O)[O-],-10%,8%,15%,2%,2,6,1%,4%
Cc1ccc(/C=c2/sc3nnc(-c4ccccc4Cl)n3c2=O)o1,x,6%,-18%,-5%,-7,0,-3%,7%
Cc1ccc(O)c(NC(=O)CCS(=O)(=O)c2nc(-c3ccc4c(c3)OCO4)cc(C(F)(F)F)n2)c1,2%,1%,x,u,-10,x,x,x
CCOC(=O)C1(C)NC(c2ccco2)C2C(=O)N(C)C(=O)C21 (stereo not given),15%,-8%,1%,-1%,7,-21,-6%,16%
Cc1ccc(-c2nnc(SC(C)C(=O)NCC3CCCO3)nc2-c2ccc(C)cc2)cc1 (stereo not given),38%,-1%,-24%,16%,-9,1,5%,4%

# The closing three compounds of the part above lead into the next.
SMILES,FUS yeast rescue,Abeta rescue,EPAC2 antag,TDP-43 yeast inh,DRD3 agonist,DRD3 antagonist,aSyn yeast inh,EPAC2 agonist
Cc1ccc(O)c(NC(=O)CCS(=O)(=O)c2nc(-c3ccc4c(c3)OCO4)cc(C(F)(F)F)n2)c1,2%,1%,x,u,-10,x,x,x
CCOC(=O)C1(C)NC(c2ccco2)C2C(=O)N(C)C(=O)C21 (stereo not given),15%,-8%,1%,-1%,7,-21,-6%,16%
Cc1ccc(-c2nnc(SC(C)C(=O)NCC3CCCO3)nc2-c2ccc(C)cc2)cc1 (stereo not given),38%,-1%,-24%,16%,-9,1,5%,4%
O=C(CN1C(=O)NC(Cc2c[nH]c3ccccc23)C1=O)NC1CC1 (stereo not given),8%,8%,6%,-2%,-1,0,4%,1%
NS(=O)(=O)c1ccc(CNC(=S)NC2CCCC2)cc1,12%,-8%,9%,-9%,-9,-4,-3%,9%
CC(C)[C@H](NC(=O)c1ccccc1F)C(=O)Nc1ccc(F)c(F)c1,20%,7%,1%,10%,3,15,6%,-8%
COCCCNC(=S)NCCCNc1nc2cc3c(cc2cc1C#N)OCO3,8%,9%,8%,0%,-1,-16,-1%,4%
Cc1ccc(-c2noc(CSc3nnc(C)n3-c3ccc(F)cc3)n2)cc1,28%,-12%,x,5%,-4,x,x,x
COc1ccc(-c2nc(CSc3nncn4c3cc3occc34)c(C)o2)cc1,19%,-15%,x,12%,-15,x,x,x
Cc1cc(C)cc(C(=O)N2CC(=O)Nc3ccccc32)c1,x,-15%,10%,-7%,-11,-11,5%,-10%
CCC(C)C(NC(=O)C(C)NC(=O)CNC(=O)OC(C)(C)C)C(N)=O (stereo not given),7%,-10%,3%,-3%,3,5,-4%,-1%
O=C1c2cccnc2C(=O)N1Cc1ccc(Cl)cc1,25%,13%,-1%,16%,-1,12,15%,3%
CCOC(=O)C[n+]1ccc2c([nH]c3ccccc32)c1C,0%,7%,10%,4%,-6,-2,-3%,2%
CCc1ccc(-c2cc(C(F)(F)F)n3nc(C(=O)Nc4c(C)nn(Cc5ccc(F)cc5)c4C)cc3n2)s1,26%,0%,-2%,-21%,27,-11,u,2%
CCCCNCCOCCOc1ccc(Cl)cc1Br,x,-7%,0%,-22%,-24,-87*,14%,2%
CC(=O)c1ccc(Oc2cc(C(F)(F)F)cnc2C(N)=O)cc1,24%,-14%,23%,-29%[9.22 µM],-1,-2,0%,-4%
CCC(C(=O)Nc1ccccc1-c1ccccc1)c1ccccc1 (stereo not given),18%,u,-3%,3%,-2,-21,8%,0%
COC(=O)c1sccc1NC(=O)CC1NCCNC1=O (stereo not given),19%,-3%,-1%,14%,3,7,3%,5%
C=C1CC(COc2ccc3c(C)c(Cl)c(=O)oc3c2)(c2ccccc2)OC1=O (stereo not given),x,5%,-1%,0%,-24,-99*,12%,-1%
O=C(O)c1ccc(S(=O)(=O)Nc2cccc(CP(=O)(c3ccccc3)c3ccccc3)c2)cc1,-6%,-4%,-1%,0%,-10,-4,-4%,21%
O=[N+]([O-])c1ccc(CSc2nc3ccccc3[nH]2)cc1,x,-16%,5%,15%,-5,7,-8%,1%
CCOc1ccc(NC(=O)CSc2nc(-c3cccs3)cc(C(F)(F)F)n2)c([N+](=O)[O-])c1,-15%,13%,3%,19%,6,11,0%,-4%
OC(Cc1ccncc1)c1ccccc1Cl (stereo not given),8%,12%,3%,-14%,4,5,2%,19%
CCCc1nnc(NC(=O)C(CC)Sc2nnc3c4ccccc4n(C)c3n2)s1 (stereo not given),12%,10%,x,12%,7,x,x,x
O=C1CCC(C(=O)NCCCn2ccnc2)N1 (stereo not given),-18%,7%,2%,-9%,1,10,-10%,4%
Cc1sc2nc(C3CC3)nc(N3CCN(S(=O)(=O)c4ccc(F)cc4)CC3)c2c1C,45%,-22%,7%,-18%,1,9,7%,5%
CCN(Cc1ccccc1)C(=O)CN1C(=S)NC(C)(C)CC1C (stereo not given),8%,13%,-2%,-11%,6,-7,-9%,-4%
Cc1cc(Br)c(NC(=O)COC(=O)CSc2nnc(-c3ccc(Cl)cc3)o2)c(Br)c1,5%,2%,3%,6%,4,-5,-1%,0%
# Continuation:
SMILES,FUS yeast rescue,Abeta rescue,EPAC2 antag,TDP-43 yeast inh,DRD3 agonist,DRD3 antagonist,aSyn yeast inh,EPAC2 agonist
COc1ccc2cc(C(=O)C3CCCN(Cc4cnc(N5CCOCC5)s4)C3)ccc2c1 (stereo not given),22%,-19%,-18%,-15%[0.397 µM],-16,3,15%,1%
CCN1CCN(C(=S)NC(=O)c2cccc(Br)c2)CC1,x,-11%,25%,-9%,-28,-27,-4%,-1%
Fc1cccc2sc(N3CCOCC3)nc12,28%,5%,7%,15%,3,16,-13%,4%
COC(=O)c1cc2c(cc1Cl)N1CCCCCC1=NS2(=O)=O,-29%,-5%,-6%,4%,5,4,0%,9%
Cc1c(-c2ccc(OCc3ccccc3)cc2)nc2ccccc2c1C(=O)O,8%,-7%,-16%,5%,-3,4,2%,2%
O=C(NCC1CCCO1)c1ccc(F)c2ccccc12 (stereo not given),-9%,-17%,6%,10%,0,2,4%,1%
CN(Cc1ccccc1)C(=O)c1nc[nH]c1C(=O)N1CCc2ccccc2C1,-10%,11%,2%,12%,10,12,-1%,7%
COCCn1nnnc1CN1CCOCC1,-5%,-3%,3%,-13%,1,-19,0%,-2%
Cc1cccc(NC(=O)CSCc2nc3c(nnn3Cc3ccc(F)cc3)c(=O)[nH]2)c1C,9%,-5%,8%,1%,-2,0,0%,-16%
Cc1ccc(S(=O)(=O)N2CC=C(C(=O)NC3CCCC3)CC2)cc1,13%,11%,4%,4%,0,0,-2%,11%
CC1CCN(S(=O)(=O)c2ccc3c(c2)CCN3C(=O)Nc2ccc(Br)cc2)CC1,-13%,-12%,x,7%,-8,x,x,x
CN1CCN(CC(=O)Nc2ccccc2[N+](=O)[O-])CC1,x,-4%,-1%,-2%,-4,u,0%,4%
CCc1ccc(NC(=O)C(=O)NCCc2sc3nc(-c4ccc(OC)cc4)nn3c2C)cc1,10%,-11%,x,0%,-14,x,x,x
Cc1cc(C(=O)COc2ccccc2[N+](=O)[O-])c(C)n1C1CC1,15%,19%,3%,1%[9.22 µM],-4,4,4%,-3%
CCCCn1c(SCC(=O)c2ccc3c(c2)NC(=O)CO3)nc2cc(S(N)(=O)=O)ccc21,35%,16%,-6%,12%,4,8,0%,-2%
CC(C)(C)OC(=O)NCc1ccc(NC(=O)c2nc[nH]c2C(=O)NCCCCNC(=O)c2[nH]cnc2C(=O)Nc2ccc(CNC(=O)OC(C)(C)C)cc2)cc1,-33%,7%,12%,19%,4,16,-1%,-4%
